LmPK inhibitor – qHTS Assay for Inhibitors of Leishmania Mexicana Pyruvate Kinase (LmPK) | Q27686 | purified LmPK, Kinase-Glo ATP luminescence, 1 h | Potency, µM (top dose mostly 57.5 µM), for inactives: at the highest dose activity change, negative = inhibition, most hits filed as inhibitors | hit rate 0.37% among 290,000
Target sequence (Q27686 whole entry, looked up): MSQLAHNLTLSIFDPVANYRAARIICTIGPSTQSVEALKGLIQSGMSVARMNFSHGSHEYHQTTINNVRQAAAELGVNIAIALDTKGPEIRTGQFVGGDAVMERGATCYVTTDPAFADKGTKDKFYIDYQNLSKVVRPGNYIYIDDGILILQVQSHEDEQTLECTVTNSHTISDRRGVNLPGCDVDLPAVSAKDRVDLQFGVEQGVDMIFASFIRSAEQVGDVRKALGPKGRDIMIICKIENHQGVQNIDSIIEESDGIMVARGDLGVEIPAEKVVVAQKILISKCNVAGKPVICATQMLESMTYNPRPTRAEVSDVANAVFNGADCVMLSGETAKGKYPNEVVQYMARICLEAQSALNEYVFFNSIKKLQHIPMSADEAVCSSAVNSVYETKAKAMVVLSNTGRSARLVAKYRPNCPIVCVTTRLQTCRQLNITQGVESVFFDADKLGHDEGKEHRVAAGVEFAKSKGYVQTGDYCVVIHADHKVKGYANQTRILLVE
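ATP generated from ADP (0.1 mM) and PEP (0.5 mM) by 0.1 nM LmPK over 1 h at room temperature (pH 7.2 imidazole buffer) was detected by coupled luciferase luminescence. Values were normalized to uninhibited and no-enzyme wells.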
Sm TGR block – qHTS Assay for the Inhibitors of Schistosoma Mansoni Peroxiredoxins; purified TGR, DTNB reduction, TNB absorbance 405 nm; Potency, µM (highest dose often 114 µM), for the others: top-dose activity change, negative = inhibition, most hits filed as inhibitors; hit rate 3% among 360,000; AID 485364, 2010; further: nearly all actives have a fitted effect of over 60% in size
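TGR 20 nM + NADPH 100 uM (dispensed conc.), cpd preinc 15 min RT; start with NADPH (500 uM addition) then DTNB (15 mM addition). Kinetic TNB absorbance, 405 nm filter. Four-parameter Hill fit across titration.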
Tb PYK inh – qHTS of Trypanosoma Brucei Inhibitors; TbPYK enzyme, Kinase-Glo Plus ATP luminescence, 45 min; Potency, µM (titrated, usually from 76.8 µM), for inactives: at the highest dose activity, negative = inhibition, usual class: inhibitors; hit rate 0.12% among 410,000; AID 624173, 2012; further: nearly all actives have a fitted effect of over 50% in size
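Quantitative HTS: titrated library compounds versus trypanosomal pyruvate kinase in TEA buffer (pH 7.2) containing KCl, MgCl2, BSA and Tween-20. Reactions were initiated with ADP, 130 uM final. Kinase-Glo Plus luminescence was read after 45 min at RT.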
Pf growth 48h – Primary qHTS for delayed death inhibitors of the malarial parasite plastid, 48 hour incubation | Potency, µM (series often up to 28.7 µM), for inactives: at the highest dose activity change, negative = inhibition, actives largely listed as inhibitors | P. falciparum luciferase growth in erythrocytes, 48 h | hit rate 5.9% among 310,000
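Luciferase-expressing parasites in RBCs, 2% Hct / 0.1% parasitemia final; RPMI 1640 + 0.5% Albumax; 37 C, 5% CO2, one generation; luminescence read-out, lower signal = inhibition.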
Pf growth 96h – Primary qHTS for delayed death inhibitors of the malarial parasite plastid, 96 hour incubation; Potency, µM (series often up to 28.7 µM), for the others: at the top dose activity change, negative = inhibition, actives largely listed as inhibitors; AID 504834, 2011; P. falciparum luciferase reporter growth, 96 h; hit rate 6.9% among 320,000
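Readout is luminescence from an integrated firefly luciferase in P. falciparum. Red cells, 2% hematocrit and 0.05% parasitemia final, were cultured with compound through two parasite generations (96 hours) at 37 C, 5% CO2.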
HCV inhibitor – qHTS Assay for Inhibitors of Hepatitis C Virus (HCV). Huh7.5.1 HCVcc-Cre infection, luciferase reporter, 44 h. AID 651820, 2012. Potency, µM (top dose mostly 41.8 µM), for the others: top-dose activity change, negative = inhibition, most hits filed as inhibitors. hit rate 3.4% among 340,000
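1,000 cells/well; 4 h culture; + compound; + HCVcc-Cre (~0.5 moi); 44 h; luciferase substrate, RT 15 min; read 15 sec.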
Numbers without * were called inactive; ? = inconclusive; / = not tested or not shown; & = joins results of further samples; [ ] = dose if it differs, or a comment. The call rests on the fitted dose curve; in most records, active means well fitted curve in the direction sought with a large enough effect; inconclusive means small, poorly fitted or top-dose-only effect, or another doubt; inactive means no such curve, though single readings can be large; an effect the other way counts as inactive or inconclusive. On the % scale 0 is the no-effect control and ±100 the full control effect; potency means the concentration at half of the fitted maximal effect. Hits appear at their usual frequency; overall some 16% were active at least once.

SMILES	LmPK inhibitor	Sm TGR block	Tb PYK inh	Pf growth 48h	Pf growth 96h	HCV inhibitor
O=C1NC(=O)N(c2cccc(Br)c2)C(=O)/C1=C/c1ccsc1	17%	?	?	6%	?	18%
CSc1nsc(SCC(=O)Nc2cccc(C(=O)O)c2)n1	-3%	-2%	-4%	0%	3%	-1%
COc1ccc(Br)cc1CN(C)C(=O)c1ccccc1OCc1c(C)noc1C	/	-4%	-18%	?	?	-19%
COc1cccc(N2C(=O)CN(Cc3ccc(OC)c(OC)c3)C2=S)c1	2%	0%	0%	1.5µM*	?	-21%
O=C(/C=C/c1ccccc1)OCN1C(=O)c2ccccc2C1=O	9%	-17%	-1%	3%	4%	7%
O=[N+]([O-])c1ccc(-c2cnc[nH]2)cc1	7%	0%	-2%	109%[activator]	96%[activator]	19%
O=C(O)c1ccccc1C(=O)Nc1ccccc1	4%	8%	-6%	15%	/	13%
COc1ccccc1CNC(=O)CCCn1nc(C)n2ccnc2c1=O	-3%	3%	-4%	4%	85%[activator]	16%
Cc1cc(C)nc(SCc2csc(-c3ccccc3)n2)n1	-5%	11%	-7%	195%[activator]	168%[activator]	?
NC(=O)NC(=O)CSc1nnc(-c2ccco2)n1Cc1ccccc1	-4%	0%	-11%	5%	36%[activator]	6%
COc1cc(NC(=O)c2cc(Cl)ccc2Cl)ccc1-c1cc2ccccc2oc1=O	1%	-22%	-2%	?	12µM*	/
Cc1cc(/C=C(\C#N)C(=O)N2CCOCC2)c(C)n1C1CCCC1	-6%	-14%	-4%	181%[activator]	367%[activator]	-15%
CN(C)c1cccc2c(C=C(C#N)C#N)ccc(N(C)C)c12	-22%	25µM*	?	-15%	0%	2%
Cc1ccnc(NC(=O)c2ccc(Cl)c([N+](=O)[O-])c2)c1	-1%	-9%	-2%	11%	-15%	9%
O=C(NCc1cccnc1)c1c(O)c2cccc3c2n(c1=O)CCC3	1%	/	5%	?	15%	?
COc1ccc(C(=O)Nc2ccccc2C(=O)NCCN2CCOCC2)cc1OC	-5%	-8%	4%	47%[activator]	3%	1%
C/C(=N\Nc1ccccn1)c1ccc(C(C)C)cc1	-3%	0%	4%	?	?	?
Cc1cccc(/C=N/NC(=O)c2ccc(F)cc2)n1	-10%	1%	-1%	?	32%[activator]	16%
CCOC(=O)c1[nH]c2ccccc2c1N=CN(CC)CC	5%	6%	0%	4%	11%	-9%
CCCCOc1ccc(C2(C)NC(=O)N(C)C2=O)cc1 (configuration not stated)	-4%	-21%	1%	-12%	?	-14%
O=C(Nc1ccccc1)O[C@@H]1C[C@H]2CCC(=O)N3CC[C@@H](C1)[C@@H]23	-5%	-27%	/	108%[activator]	68%[activator]	/
Cc1ccc(-n2nnc3c(=O)n(CC(=O)c4ccccc4)cnc32)cc1	1%	4%	9%	15%	41%[activator]	3%
O=C(COC(=O)CCc1nc2ccccc2s1)Nc1ncc(Cl)cc1Cl	2%	-3%	-3%	8%	-19%	3%
CCCN(Cc1nnc(-c2ccccc2Cl)o1)C(=O)c1oc2ccccc2c1C	/	1%	3%	9.3µM*	9.3µM*	?
Cc1nn(Cc2ccccc2)c(Cl)c1/C=N/NC(=O)c1cccnc1	-4%	-1%	-6%	-20%	-9%	-8%

Reformatted: results already given
Compound,LmPK inhibitor,Sm TGR block,Tb PYK inh,Pf growth 48h,Pf growth 96h,HCV inhibitor
COc1cccc(N2C(=O)CN(Cc3ccc(OC)c(OC)c3)C2=S)c1,2%,0%,0%,1.5µM*,?,-21%
O=C(/C=C/c1ccccc1)OCN1C(=O)c2ccccc2C1=O,9%,-17%,-1%,3%,4%,7%
O=[N+]([O-])c1ccc(-c2cnc[nH]2)cc1,7%,0%,-2%,109%[activator],96%[activator],19%

(further entries)
SMILES	LmPK inhibitor	Sm TGR block	Tb PYK inh	Pf growth 48h	Pf growth 96h	HCV inhibitor
CCCn1c(/C=C/c2cc[n+](C)cc2)nc2ccccc21	-5%	-23%	-16%	?	13µM*	-18%
O=C(Nc1sc2c(c1C(=O)O)CCCCC2)c1ccccc1F	-10%	2%	8%	88%[activator]	-1%	1%
COc1cccc(/C=N/NC(=O)c2nnn(-c3nonc3N)c2-c2cccs2)c1	2%	-9%	0%	?	9%	6%
CCOC(=O)C1C(c2ccc(C)o2)NC(=O)NC1(O)C(F)(F)F (configuration not stated)	3%	-1%	-17%	52%[activator]	/	1%
COC(=O)CC1SC(=O)NC1=O (configuration not stated)	13%	3%	1%	/	32%[activator]	10%
COc1ccc(NS(=O)(=O)c2cccc(C(=O)NNC(=O)c3cccc(NC(C)=O)c3)c2)cc1	/	-2%	1%	?	12%	11%
CC1CCC(NC(=O)C2CCN(c3nc4ccccc4s3)CC2)CC1 (configuration not stated)	-4%	4%	1%	-13%	20%	10µM*
COc1ccccc1C(=O)Nc1ccc2c(c1)nc(CCNC(=O)c1ccco1)n2C	-1%	0%	6%	?	3%	-28%
COc1ccc(N=C2C(=Nc3ccc(OC)cc3)N(c3ccccc3)C(=S)N2C(=O)c2ccc(Cl)cc2)cc1	-3%	-17%	/	?	?	?
COC(Cc1ccccc1N1CCCC1=O)OC	-2%	3%	10%	8%	-32%	18%
Cn1cc([N+](=O)[O-])c(C(=O)NCC(=O)O)n1	0%	0%	-11%	-7%	-24%	19%
Cc1ccccc1C(=O)NN(C)c1nc2ccccc2nc1C(F)(F)F	4%	11%	0%	-13%	82%[activator]	19%
COc1ccc(-c2nnc(SCC(=O)c3cccs3)o2)cc1	-15%	-22%	-10%	145%[activator]	19%	-13%
COc1nnc(-c2ccc(C)cc2)c2ccccc12	-4%	0%	1%	?	?	-7%
Cn1c(CN2CCN(CC#N)CC2)c(C#N)c2ccccc21	-1%	1%	4%	/	1%	-18%
CC(C)Sc1nnc(NC(=O)c2ccc3c(c2)OCO3)s1	-3%	2%	-6%	117%[activator]	184%[activator]	-9%
O=C(Cn1nc(-c2cccs2)ccc1=O)Nc1ccc(Br)cc1	-3%	6%	0%	-4%	12%	-16%
Cc1ccsc1C(=O)OCC(=O)NC1CCCCC1C (configuration not stated)	/	-5%	5%	3%	0%	5%
COc1ccc(CCNC(=O)c2ccc(CS(=O)(=O)c3ccc(C)cc3)o2)cc1OC	14%	-9%&-23%	-2%&-5%	/	?	14µM*
CCC(C)C(=O)Nc1ncc2c(n1)CC(c1cccs1)CC2=O (configuration not stated)	7%	-5%	0%	-7%	/	-2%
Cc1cccc(Nc2nnc(SCC(=O)NC(=O)Nc3ccc4c(c3)OCCO4)s2)c1	0%	-13%	-6%	26%	3%	2%
O=C(COC(=O)/C=C/c1ccc(Cl)cc1Cl)NCc1ccco1	1%	6%	-1%	4%	-10%	22%
O=C1CN(C(=O)c2ccccc2F)C(c2ccc(F)cc2)c2cc(F)ccc2N1 (configuration not stated)	-11%	17%	-1%	?	13%	-12%
CC1CCc2nc(NC(=O)CSc3nc4ccccc4o3)sc2C1 (configuration not stated)	9%	-21%	1%	290%[activator]	/	11µM*
O=C(CCC(=O)OCC(F)(F)C(F)F)Nc1ccc(F)cc1F	-4%	-21%	-8%	19%	4%	11%

An excerpt of these results, field by field.
structure: CCOC(=O)c1[nH]c2ccccc2c1N=CN(CC)CC
  LmPK inhibitor: 5%
  Sm TGR block: 6%
  Tb PYK inh: 0%
  Pf growth 48h: 4%
  Pf growth 96h: 11%
  HCV inhibitor: -9%

structure: COC(Cc1ccccc1N1CCCC1=O)OC
  LmPK inhibitor: -2%
  Sm TGR block: 3%
  Tb PYK inh: 10%
  Pf growth 48h: 8%
  Pf growth 96h: -32%
  HCV inhibitor: 18%

structure: COc1cccc(N2C(=O)CN(Cc3ccc(OC)c(OC)c3)C2=S)c1
  LmPK inhibitor: 2%
  Sm TGR block: 0%
  Tb PYK inh: 0%
  Pf growth 48h: 1.5µM*
  Pf growth 96h: ?
  HCV inhibitor: -21%

structure: COc1ccc(Br)cc1CN(C)C(=O)c1ccccc1OCc1c(C)noc1C
  LmPK inhibitor: /
  Sm TGR block: -4%
  Tb PYK inh: -18%
  Pf growth 48h: ?
  Pf growth 96h: ?
  HCV inhibitor: -19%

Remaining list, next part
SMILES	LmPK inhibitor	Sm TGR block	Tb PYK inh	Pf growth 48h	Pf growth 96h	HCV inhibitor
CCOC(=O)CCP(=O)(O)C(C)(O)c1ccccc1 (configuration not stated)	-3%	6%	1%	/	30%	20%
O=C1Cc2ccccc2Sc2ccccc21	-5%	8%	4%	50%[activator]	41%[activator]	0%
CCc1ccc(NC(=S)NCc2cccnc2)cc1	-1%	?	-17%	3%	8%	-6%
CCc1ccc(OCCOCC(O)CNC(C)(C)C)cc1 (configuration not stated)	0%	0%	-14%	?	47%[activator]	-1%
CCOC(=O)N1CCC(NC(=O)c2cccc3c2C(=O)N(CCOC)C3)CC1	-1%	?	-1%	/	-22%	-2%
Cc1cc(C(=O)COc2cccnc2[N+](=O)[O-])c(C)n1-c1ccccc1F	6%	-21%	-11%	5%	30%[activator]	-27%
Cc1cc(C)cc(NC(=S)NCc2cccnc2)c1	0%	?	-12%	18%	9%	5%
CCOc1ccc(NS(=O)(=O)c2cc(C(=O)N3CCC3)ccc2Cl)cc1	/	-8%	1%	-3%	1%	24%
Cc1ccc(-c2noc(C3CCCN(C(=O)C4CCCCC4)C3)n2)o1 (configuration not stated)	-5%	25µM*	-25%	/	1µM*	-11%
O=C(COc1ccccc1)Nc1nc(-c2cccnc2)cs1	/	-1%	-12%	?	?	-12%
O=C(Nc1nccs1)c1c(O)c2cccc3c2n(c1=O)CCC3	7%	-21%	/	2%	-8%	/
COc1cnc(-c2ccccn2)nc1Oc1ccc(Cl)c2ccccc12	3%	11%	-5%	2.1µM*	6.6µM*	?
O=C(CCc1ccccc1)NC(=S)Nc1ccccc1[N+](=O)[O-]	0%	-22%	1%	25%	?	-14%
CSc1nnc(-c2cccs2)n1C	-12%	-7%[57.1 µM]	7%	12%	47%	20%
COc1ccc(N2CC(C(=O)N/N=C/c3cccs3)CC2=O)cc1 (configuration not stated)	8%	-6%	-1%	44%[activator]	?	6%
Cc1nn(CCCC(=O)O)c(C)c1[N+](=O)[O-]	2%	11%	-4%	-3%	0%	13%
CCOC(=O)c1cnc(SC)nc1Oc1cccc(NS(=O)(=O)c2ccc(F)cc2)c1	1%	9%	-4%	-73%	?	?
COc1ccc(C(CNC(=O)CSc2ccc(Br)cc2C)N2CCOCC2)cc1 (configuration not stated)	/	0%	-2%	?	?	0%
O=C(Nc1cccc(-c2nc3ccccc3s2)c1)C1=COCCO1	0%	8%	-8%	84%[activator]	168%[activator]	-20%
COc1ccc(OCCSc2n[nH]c(N)n2)cc1	1%	8%	-4%	22%	/	-8%
O=[N+]([O-])c1ccc2c(c1N1CCCCC1)=NC1(CCCCC1)[N+]=2[O-]	?	0%	-21%	1%	12%	4%
Cc1cc(C)n(C(=O)COc2ccccc2[N+](=O)[O-])n1	1%	13%	10%	?	21%	-7%
Clc1ccc(NC2=NCCC2)cc1Cl	0%	10%	-5%	?	?	-9%
Cc1ccc(NC(=S)Nc2cccc3cnccc23)cc1	-10%	45µM*	-18%	?	?	-29%
COc1cc(CN2C(=O)NC(=O)C3(Cc4cc(C)ccc4N(C)C3)C2=O)cc(OC)c1 (configuration not stated)	4%	?	?	-24%	/	?
CCC(=O)N1CCN(c2ccc(OC)cc2[N+](=O)[O-])CC1	3%	1%	-2%	23%	-2%	17%
COP(=O)(OC)C(NS(=O)(=O)c1ccccc1)C(Cl)(Cl)Cl (configuration not stated)	-11%	8%[57.1 µM]	2%	14%	13%	8%
C[C@H](NC(=O)c1nc[nH]c1C(=O)NCc1ccc(CNC(=O)OC(C)(C)C)cc1)c1ccccc1	/	1%	-6%	10µM*	?	7.1µM*

Screening results from PubChem BioAssay.
